Screening results (PubChem)
AMPAR-TARP mod – modulators of GluA2-stargazin AMPA receptor complexes, primary screen, cell-based, membrane potential dye | Voltage-dependent calcium channel gamma-2 subunit (Mus musculus) + Glutamate receptor 2 … | HEK293 GluA2+stargazin, membrane potential dye (FDSS), glutamate EC50; hits were called plate by plate, in both directions | calls only at 30 µM | 3.5% of 40,000 active;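 active = any of four per-well response measures lying three or more SD from its plate-wide compound average, in either direction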
AMPAR-TARP mod agonism max-min – recorded beside AMPAR-TARP mod, whose call it bears; compound max-min signal; compound-alone response (agonism);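 unitless range of fluorescence divided by baseline over first 100 seconds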
AMPAR-TARP mod glutamate slope – recorded beside AMPAR-TARP mod, whose call it bears; glutamate slope, % of max; measured here: glutamate response slope, % max;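 scaled per plate between vehicle wells and maximal 1 mM glutamate control wells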
An asterisk follows results filed as active; i = inactive. These rows are one share of the data; rates above refer to the full screens.

The opening two compounds, to show the layout:
SMILES	AMPAR-TARP mod	AMPAR-TARP mod agonism max-min	AMPAR-TARP mod glutamate slope
COc1ccc2c(=O)c(Oc3ccc(C(=O)Nc4nccs4)cc3)c(C)oc2c1	i	0.0926	46.9
CSc1cccc(NC(=O)C(=O)NCc2cccs2)c1	i	0.109	59.3

Main list, previewed entries included:
SMILES	AMPAR-TARP mod	AMPAR-TARP mod agonism max-min	AMPAR-TARP mod glutamate slope
COc1ccc2c(=O)c(Oc3ccc(C(=O)Nc4nccs4)cc3)c(C)oc2c1	i	0.0926	46.9
CSc1cccc(NC(=O)C(=O)NCc2cccs2)c1	i	0.109	59.3
Cc1cc(C)cc(NC(=O)CN2CCC(C(=O)NCc3ccccn3)CC2)c1	i	0.038	65.7
O=C(c1ccccc1Cl)N(CCc1ccccc1)Cc1ccccn1	i	0.0699	50.3
CCCc1c(C(=O)NCC2CCCO2)nnn1-c1ccc(OC)cc1 (centres undefined)	i	0.0931	64.3

2 entries drawn at random from the list so far:
SMILES	AMPAR-TARP mod	AMPAR-TARP mod agonism max-min	AMPAR-TARP mod glutamate slope
O=C(c1ccccc1Cl)N(CCc1ccccc1)Cc1ccccn1	i	0.0699	50.3
COc1ccc2c(=O)c(Oc3ccc(C(=O)Nc4nccs4)cc3)c(C)oc2c1	i	0.0926	46.9
